SENP8 block: inhibitors of human SENP8 protease; AID 602440; inhibition, % at 20 µM; 360,000 compounds, 0.64% hits; recombinant SENP8, Nedd8 substrate fluorescence; Q96LD8; in the data active = inhibition mostly above about 40%, no sharp cut-off; inactive = mostly below about 27%
Target sequence (Q96LD8 whole entry, looked up): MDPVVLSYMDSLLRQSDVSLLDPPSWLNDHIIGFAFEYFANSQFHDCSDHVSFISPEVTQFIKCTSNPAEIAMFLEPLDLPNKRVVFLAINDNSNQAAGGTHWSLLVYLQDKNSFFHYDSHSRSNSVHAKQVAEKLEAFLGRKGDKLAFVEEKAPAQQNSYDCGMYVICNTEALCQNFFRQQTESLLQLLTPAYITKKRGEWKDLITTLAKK
MPTP block: blocks calcium-induced mitochondrial swelling. 360,000 compounds, 1.4% hits. inhibition, % at 10 µM. AID 602449. isolated mouse mitochondria, Ca2+ swelling absorbance, 30 min;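 active = inhibition of 50% or more, scaled per plate between neutral and stimulator controls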;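 also: 0% = DMSO wells given calcium and 100% = 1 mM EGTA wells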
An asterisk follows results filed as active; i = inactive.

Screens in order – SENP8 block, MPTP block
1	CC(C)(C)NC(=O)C1C(c2ccc(C(F)(F)F)cc2)=Nc2ccccc2N1C(=O)c1cccc2ccccc12 (configuration not stated)
    -29, 3.2
2	CC(C)CCNC(=O)C1(C)CCN1Cc1ccc2ccccc2c1 (configuration not stated)
    24, -1.3
3	CCc1nc2c(OCc3ccc(Cl)cc3Cl)cccn2c1N(C)C(C)=O
    11, -0.5
4	COc1cccc(C(NC(C)=O)c2nc(-c3ccc(OC)nc3)cs2)c1 (configuration not stated)
    -14, -1.5
5	CCOC(=O)[C@]12CCC=C1N(Cc1ccc(Cl)cc1Cl)C(=O)[C@H](CC(=O)N1CCN(C(=O)c3ccco3)CC1)C2
    16, -1.7
6	Cc1ccccc1CNC(=O)c1csc([C@@H]2C[C@H](O)[C@@H](CO)O2)n1
    10, 1.3
7	O=C(Nc1ccc(F)cc1)C(CCc1ccccc1)N1CCN(c2ccncc2)CC1 (configuration not stated)
    17, 0.4
8	CSc1cnn(CCC#N)c(=O)n1
    19, 0.0
9	CN1OC[C@@H]2CN(C(=O)c3cccnc3)[C@H](c3ccc(N4CCCCC4)cc3)C[C@@H]21
    20, 18
10	COc1ccccc1CNc1nc(NCc2cccc(OC)c2OC)c2sccc2n1
    -24, 51*

Structural class, the entries above with fluorine
Screens in order – SENP8 block, MPTP block
1	CC(C)(C)NC(=O)C1C(c2ccc(C(F)(F)F)cc2)=Nc2ccccc2N1C(=O)c1cccc2ccccc12 (configuration not stated)
    -29, 3.2
7	O=C(Nc1ccc(F)cc1)C(CCc1ccccc1)N1CCN(c2ccncc2)CC1 (configuration not stated)
    17, 0.4

New compounds follow:
Screens in order – SENP8 block, MPTP block
11	COc1ccc(-c2cc3c(o2)CCCC3OCCN2CCOCC2)cc1 (configuration not stated)
    -234, -1.4
12	CC(=O)c1ccc(N2CCN(S(=O)(=O)c3ccc4c(c3)CCC(=O)N4)CC2)cc1
    -107, -1.3
13	O=C(/C=C/[C@H]1O[C@@H](n2cnc3c(NC(=O)c4ccccc4)ncnc32)[C@H](O)[C@@H]1O)NCC(c1ccccc1)c1ccccc1
    26, -1.0
14	CC(=O)NC1(C)CCC2CC1C(C)=NC2(C)C (configuration not stated)
    -1, 0.2
15	COC(=O)C[C@@H]1CC[C@H](NC(=O)c2ccc3c(c2)OCO3)[C@@H](CO)O1
    16, -0.1
16	C[C@@H]1CN([C@H](C)CO)C(=O)CCCn2cc(nn2)CO[C@H]1CN(C)C(=O)c1ccccc1
    19, 0.4
17	CCCNC(=O)C1(C)CCCN(C(=O)c2ccc(OC(F)F)cc2)C1 (configuration not stated)
    23, 1.2
18	CCCCN1C(=O)C(CC(=O)NCC2CCCCC2)CC(C(=O)N2CCCCCC2)=C1C (configuration not stated)
    2, 0.0
19	CCOC(=O)C1=C[C@@H](CC)N(S(=O)(=O)c2ccccc2)[C@H]1c1ccccc1
    -11, -1.7
20	CCCc1nc2cc(C)c(Br)c(C)n2c1Cc1ccc(OC)cc1C
    -5, 4.1
21	CNc1cc(-c2cnn(CC(C)C)c2)ncn1
    -5, -0.1
22	COc1ccc([C@@H]2CC(=O)[C@@H]3CN(S(=O)(=O)c4ccc(C)cc4)[C@H](c4cccc(Cl)c4)C[C@@H]3N2S(=O)(=O)c2ccccc2)cc1
    7, 1.5
23	CN(C)c1ccc(-c2cccc3nccn23)cc1
    i, 0.9
24	NC(c1csc(Nc2ccc(C(F)(F)F)cn2)n1)C1CCCCC1 (configuration not stated)
    -112, 4.8
25	COc1ccccc1CNc1nc(NCc2ccccc2)nc2ccsc12
    -18, 74*
26	Cc1cc(F)ccc1-c1cc(C(=O)NC2CCCCC2)[nH]n1
    -2, 0.0
27	Nc1nc2ccc(Cl)cc2cc1C(=O)NCCc1c[nH]c2ccccc12
    -343, 84*
28	CC(C)NC(=O)C1(C)CCCCN1Cc1ccc(OCc2ccccc2)cc1 (configuration not stated)
    19, 4.3
29	CC1(C(=O)Nc2ccccc2)CCN1C(=O)Cc1ccc(-c2ccccc2)cc1 (configuration not stated)
    6, 8.5
30	O=C(NC1CCCCC1)C(CCc1ccccc1)N1CCc2ccccc2C1 (configuration not stated)
    17, -0.6
31	O=C(Nc1ccc2ccccc2c1)C(c1ccccc1F)n1c(=O)c(-c2cc3ccccc3[nH]2)nc2ccccc21 (configuration not stated)
    -405, 3.7
32	OC[C@@H]1CN(C2CCCC2)C[C@H](n2cnc3c(NC4CC4)ncnc32)O1
    11, -0.2
33	CCCCNC(=O)c1nc(-c2cc3ccccc3[nH]2)oc1-c1ccccc1
    -397, -1.0
34	CC(C)(C)n1nnnc1C(c1ccccc1)N1CCN(C(=O)C2CCCO2)CC1 (configuration not stated)
    6, -1.7
35	COCCNC(=O)C1(C)CCCN(C(=O)c2c(-c3ccccc3)noc2C)C1 (configuration not stated)
    20, 1.0
36	CC(C)NC(=O)c1cc(C2CCCCN2C(=O)c2ccc(C#N)cc2)on1 (configuration not stated)
    24, -0.4
37	CC(=O)C1=CCC(c2ccc(C)cc2)N(S(=O)(=O)c2ccc(C)cc2)C1 (configuration not stated)
    20, 0.1
38	Cc1ccccc1-c1cnc(C(O)c2c(C)cccc2C)[nH]1 (configuration not stated)
    14, 0.8
39	CC(C)c1cc(Cn2c3ccccc3c(=O)n2C(C)Cn2cc(C3CC3)nn2)on1 (configuration not stated)
    -395, -2.3
40	COC(=O)c1ccc(Cn2c(C)c(C(=O)NCc3cccs3)sc2=O)o1
    7, 0.7
41	CC1=C(C(=O)N(C(C)C)C(C)C)CC(CC(=O)NCCCCc2ccccc2)C(=O)N1Cc1ccc(C(C)(C)C)cc1 (configuration not stated)
    16, -3.2
42	CC1=CC(=O)C2=C(C)CCC3C(C)C(=O)OC3C12 (configuration not stated)
    18, -0.4
43	Oc1cccc(-c2sc3ccccc3c2-c2ccc(OCCN3CCCCC3)cc2)c1
    -24, 4.0
44	CC(=O)Nc1cc(-c2cccc(C(=O)NCCO)c2)cn2c(-c3ccc(F)cc3)cnc12
    -168, 0.1
45	COC(=O)C[C@H]1C=C[C@H](NC(=O)Nc2ccccc2F)[C@@H](CO)O1
    19, 0.1
46	O=C(/C=C/[C@H]1O[C@@H](n2ccc(=O)[nH]c2=O)[C@H](O)[C@@H]1O)NCc1ccccc1
    18, -1.2
47	CNc1ccc(/C=C\CCCO)cn1
    i, -0.4
48	Cn1c(NCCc2ccncc2)nc2cc(-c3ccsc3)sc2c1=O
    -65, -0.3
49	Cc1ccc(S(=O)(=O)N2C[C@H]3C(=O)C[C@@H](c4ccccc4)N(S(=O)(=O)c4ccccc4)[C@H]3C[C@H]2c2ccccc2)cc1
    9, 1.5
50	CN1CCN([C@@H]2CS(=O)(=O)N[C@H]2COCc2ccccc2)CC1
    4, -0.9
51	COc1ccc(CN(C)C(=O)[C@H]2O[C@@H](n3cnc4c(N)ncnc43)[C@H](O)[C@@H]2O)cc1OC
    27, -0.1
52	O=c1[nH][nH]c2c1[C@H](CCc1cccc(Cl)c1)O[C@H](C1CC1)C2
    17, 0.4
53	Cc1ccc(S(=O)(=O)Nc2ccc3c(c2)C(=O)c2ccccc2-3)cc1
    25, 1.0
54	Clc1cccc(-c2nc3c4ccccc4ccn3c2CC2CCCCC2)c1
    -245, 1.9
55	Cc1ccccc1S(=O)(=O)N1C(c2ccc(Cl)c(Cl)c2)CC=C(C(=O)O)C1c1cccc(Br)c1 (configuration not stated)
    14, 0.3
56	CC(=O)Oc1ccc(Cn2c(C)c(C(=O)NCc3ccc(C#N)cc3)sc2=O)cc1
    2, -2.3
57	CCCNC(=O)C1(C)CCCN(C(=O)Cc2ccc(OC)c(OC)c2)C1 (configuration not stated)
    4, -2.5
58	COc1ccc(CN2CCC(C(=O)NC(c3ccc4c(c3)OCO4)c3ccccn3)CC2)cc1 (configuration not stated)
    6, -1.3
59	COc1ccc(Cl)cc1C1=NOC2(CCC2)C(=O)N1Cc1ccc(NC(C)=O)cc1
    6, -1.2
60	Cn1nc(C(C)(C)C)cc1C(=O)N1CCCCC1c1cc(C(=O)Nc2ccc3c(c2)OCO3)no1 (configuration not stated)
    20, -2.2

(more compounds)
Screens in order – SENP8 block, MPTP block
61	CCCCn1nnnc1C(c1cccs1)N1CCN(C/C=C/c2ccccc2)CC1 (configuration not stated)
    26, 0.4
62	CCCc1ccc(C(O)c2ncc(-c3ccc(OC)cc3)[nH]2)cc1 (configuration not stated)
    -22, 1.2
63	CCOC(=O)[C@]12CCCC=C1N(Cc1ccccc1)C(=O)[C@H](CC(=O)N1CCC(c3ccccc3)CC1)C2
    16, -0.3
64	Fc1ccc(-c2nc3ccc(Br)cn3c2Cc2ccsc2)cc1
    -6, -2.5
65	CCCCCNC(=O)C(c1ccc(OC)cc1)n1c(=O)c(-c2cc3ccccc3[nH]2)nc2ccccc21 (configuration not stated)
    -399, 3.7
66	CC(C)C[C@H]1CN(CCCC[C@H]2CNC(=O)C(=O)N2CCc2ccc(O)cc2)C(=O)C(=O)N1CCc1ccc(O)cc1
    7, -0.1
67	CN(Cc1ccccc1)C(=O)c1ccc(Nc2nc(C(N)Cc3ccc(C(F)(F)F)cc3)cs2)nc1 (configuration not stated)
    -264, 2.8
68	CCOC(=O)[C@]12CCCC=C1N(CCC1=CCCCC1)C(=O)[C@H](CC(=O)NCCCCc1ccccc1)C2
    17, 9.3
69	COc1cc(OC)cc(-c2c(Sc3ccccc3)c3cc(-c4ccc(OC)c(F)c4)ccc3n2C)c1
    -203, 0.1
70	O=C(Nc1cccc(C(F)(F)F)c1)Nc1nnc([C@@H]2C[C@H](O)[C@@H](CO)O2)s1
    -15, 1.3
71	O=C1NC[C@H](CCCCN2C[C@H](Cc3ccccc3)N(Cc3ccccc3)C(=O)C2=O)N(CCc2ccc(O)cc2)C1=O
    4, -0.9
72	CCOC(=O)C1=CCN(S(=O)(=O)c2ccc(Br)cc2)C1c1cccc(C)c1 (configuration not stated)
    9, 0.4
73	CC1(C(=O)NS(=O)(=O)C2CC2)CCN(C(=O)COCc2ccccc2)C1 (configuration not stated)
    18, -0.1
74	CC(C)C[C@H]1CN([C@@H](Cc2ccc(O)cc2)CN2CCC[C@H]2CN2C(=O)C(=O)NC[C@@H]2Cc2ccccc2)C(=O)C(=O)N1CC1CCCCC1
    18, -1.0
75	Cc1ccccc1-c1cc2nc(NCCN3CCCC3)n(C)c(=O)c2s1
    -19, -1.6
76	O=C(NCc1ccc(F)cc1F)[C@@H]1CCCN1C(=O)[C@@H]1CCCN1C(=O)c1ccc(Cl)cc1
    2, 1.5
77	CCCNC(=O)C1(C)CCCN(C(=O)c2ccc(F)cc2Cl)C1 (configuration not stated)
    3, -1.3
78	O=C(Nc1nnc([C@@H]2C[C@H](O)[C@@H](CO)O2)s1)Nc1cccc2ccccc12
    -241, 0.6
79	COc1ncc(-c2cccc3nccn23)c(OC)n1
    i, -1.0
80	CCCS(=O)(=O)NC(=O)C1(C)CCN(C(=O)COCc2ccccc2)C1 (configuration not stated)
    19, -0.1

Complete entries, quoted from the list.
O=C1NC[C@H](CCCCN2C[C@H](Cc3ccccc3)N(Cc3ccccc3)C(=O)C2=O)N(CCc2ccc(O)cc2)C1=O as listed: SENP8 block = 4; MPTP block = -0.9
CCOC(=O)C1=CCN(S(=O)(=O)c2ccc(Br)cc2)C1c1cccc(C)c1 (configuration not stated) as listed: SENP8 block = 9; MPTP block = 0.4

Continuation:
Screens in order – SENP8 block, MPTP block
81	COc1ccc(NC(=O)C2(C)Cc3c(-c4cccc(C(N)=O)c4)ccnc3O2)cn1 (configuration not stated)
    13, -0.7
82	COC(=O)[C@@]12C[C@@H](CC(=O)N3CCN(C(=O)c4ccco4)CC3)C(=O)N(Cc3ccco3)C1=CCC(C)(C)C2
    12, 2.0
83	CC1=C(C(=O)N2CCCCCC2)CC(CC(=O)NCCCN(C)C)C(=O)N1Cc1ccc(C(C)(C)C)cc1 (configuration not stated)
    5, -1.5
84	Cc1c(C(=O)NCc2ccc(F)cc2)sc(=O)n1Cc1ccc(C(=O)c2ccccc2)cc1
    7, -1.5
85	NS(=O)(=O)c1ccc(CCNc2nn3c(-c4ccc(F)c(Cl)c4)cnc3s2)cc1
    4, -0.1
86	NS(=O)(=O)c1ccc(CCNc2ccn3nc(-c4ccccc4)cc3n2)cc1
    i, -1.0
87	CC(C)C[C@H]1CNC(=S)N1C[C@H]1CCCN1C[C@H](Cc1ccc(O)cc1)N1C[C@H](CC(C)C)N(CC2CCCCCC2)C1=S
    17, 0.7
88	O=C(Nc1ccc(F)cc1)C(CCc1ccccc1)N1CCN(c2cccc(C(F)(F)F)n2)CC1 (configuration not stated)
    6, 2.6
89	COc1ccc(CNC(=O)C2(C)Cc3c(-c4ccc(N(C)C)cc4)ccnc3O2)cc1OC (configuration not stated)
    i, -1.5
90	Cc1ccc(-c2nc3c(C)cc(Br)cn3c2Cc2cccc(F)c2)cc1
    -9, 1.9
91	CCc1nc2c(OCC(=O)c3ccc(F)cc3)cccn2c1N(C)C(=O)COc1ccccc1
    -6, -0.5
92	CC1(C(=O)NC2CCN(Cc3ccccc3)CC2)CCN1Cc1ccc(OC(F)(F)F)cc1 (configuration not stated)
    26, 0.6
93	CC(C)C[C@H]1CN(CCCC[C@@H]2CNC(=O)C(=O)N2Cc2ccccc2)C(=O)C(=O)N1CCc1ccccc1
    24, -0.1
94	CCCCc1c(-c2ccccc2OC)ncn1CCc1ccccc1Cl
    3, 13

An excerpt of these results, with bars between the fields:
no. | Structure | SENP8 block | MPTP block
92 | CC1(C(=O)NC2CCN(Cc3ccccc3)CC2)CCN1Cc1ccc(OC(F)(F)F)cc1 (configuration not stated) | 26 | 0.6
93 | CC(C)C[C@H]1CN(CCCC[C@@H]2CNC(=O)C(=O)N2Cc2ccccc2)C(=O)C(=O)N1CCc1ccccc1 | 24 | -0.1
94 | CCCCc1c(-c2ccccc2OC)ncn1CCc1ccccc1Cl | 3 | 13

Screening results as filed in PubChem.

This is a subset; count on the stated rates, not on these rows.
